Compound activity as filed in PubChem.
PGC1a acetyl inh: modulators of PGC1a acetylation | U2OS PGC1a acetylation, AlphaScreen anti-acetyl-lysine; with virally co-expressed GCN5 acetyltransferase | inhibition, % at 15.6 µM | hit rate 0.17% among 350,000;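 active = every replicate shows inhibition of at least 40%; inconclusive = mean inhibition at least 40% but some replicate below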;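 note: 0% = neutral control wells and 100% = positive control wells; some results beyond the cut were filed as inactive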
CASP6 VEID inh: inhibitors of human caspase-6 | P55212 | purified caspase-6, Z-VEID-R110 cleavage fluorescence | inhibition, % at 12.5 µM | hit rate 0.53% among 350,000;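 active = mean inhibition across replicates at least about 35%, with every replicate also reaching that limit, limit read from the data; inconclusive = only one of the two criteria met; inactive = neither criterion met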;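 note: 0% = median of neutral control wells and 100% = no fluorescence left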
Target sequence (P55212 24-179 limits assumed): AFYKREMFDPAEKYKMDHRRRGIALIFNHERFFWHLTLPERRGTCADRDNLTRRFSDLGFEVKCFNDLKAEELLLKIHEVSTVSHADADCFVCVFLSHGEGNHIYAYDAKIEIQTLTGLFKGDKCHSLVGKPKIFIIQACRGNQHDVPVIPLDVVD
Target sequence (P55212 194-293 limits assumed): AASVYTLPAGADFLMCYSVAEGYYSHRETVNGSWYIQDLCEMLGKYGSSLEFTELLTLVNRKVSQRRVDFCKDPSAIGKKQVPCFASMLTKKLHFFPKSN
LGR2 inh: inhibitors of bursicon-induced Drosophila LGR2 receptor cAMP signaling; HEK293 LGR2, CRE-luciferase, bursicon-stimulated, 4 h; inhibition, % at 9.99 µM; hit rate 0.35% among 380,000;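 active = drop in luminescence signal, shown as inhibition above about 50% in the replicate tests, limit read from the data, passing the limit was not always enough; inconclusive = probably only some replicates passing the limit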;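 note: agonist challenge used bursicon conditioned medium at about half maximal strength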
miR122 inh: miR-122 inhibition in Huh7 cells. Huh7 miR-122 Renilla luciferase sensor, 48 h; neutral wells = 0, positive control = 100. activation (reporter increase), % at 12.5 µM. hit rate 0.3% among 340,000;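 active = mean replicate activation score at least 90 and every replicate individually at or above 90; inconclusive = only one of the two criteria met; inactive = neither criterion met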;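 note: higher luciferase means less miR-122 activity so hits act as miR-122 inhibitors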
Cneo AK release: causes C. neoformans cell lysis; AID 651654; adenylate kinase release luminescence, 4 h; normalised: neutral wells 0, clomiphene wells 100; hit rate 0.2% among 360,000; lysis activity, % at 15 µM;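 active = mean lysis activity across replicates of at least 80%, whatever share of replicates individually reach that level; inactive = mean lysis activity below 80%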
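Material – Cryptococcus neoformans yeast cells · Quantity – 5 × 10^6 yeast cells/mL · Buffer or medium – YPD medium · Compound – single dose · Timing – 4 h static compound exposure, 37 °C, read 1 h post-reagent · Signal – adenylate kinase release luminescence · Read-out basis – lysis from increased AK signal · Benchmarks – Clomiphene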
FN deposit inh: fibronectin deposition inhibition. inhibition, % at 12.6 µM. hit rate 0.086% among 350,000. AH1F fibroblasts, Alexa488-fibronectin deposition fluorescence, overnight;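 active = mean inhibition across replicates of 30% or more, regardless of how many single replicates reach that level; inconclusive = mean under 30% yet at least half of replicates reach 30%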;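 note: positive control wells lacked labelled fibronectin entirely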
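Material: AH1F fibroblasts assembling fluorescent fibronectin matrix; amount: 10000 AH1F cells/well; medium: DMEM, 2% serum; reagent: Alexa488-fibronectin, 24 nM final in well; dosing: single compound dose, delivered by pin transfer; incubation: 1 h adhesion, overnight exposure; detection: fluorescence after three HBSS washes, excitation 485 nm, emission 525 nm; measure: fibronectin deposition inhibition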
EWS-Fli block: blocks EWS/Fli oncoprotein-driven transcription; A673 NR0B1-luciferase reporter, viability-normalised; inhibition, % at 12.6 µM; AID 651661; hit rate 0.67% among 350,000;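 active = mean inhibition of at least 50% after viability correction, with every replicate also passing that limit; inconclusive = mean reaches 50% but only one of two replicates passes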;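 note: firefly luciferase signal divided by Alamar Blue viability fluorescence both relative to DMSO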
PAX8 reporter: PAX8 transcriptional activity inhibition; hit rate 1.2% among 360,000; inhibition, % at 12.6 µM; RMG-I TPO-luciferase reporter, SteadyGlo, 24 h;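 active = mean replicate inhibition at least 60% with every replicate also reaching 60%; inconclusive = only one of the two criteria is met; inactive = mean below 60% and not all replicates reaching 60%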;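 note: luciferase light reporting Pax8 driven TPO promoter activity; plate controls were median of neutral control wells for no effect and mitoxantrone controls for full effect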
The depositor's hits bear a star; ? = inconclusive; . = no result given; [ ] = dose if it differs, or a comment.

SMILES	PGC1a acetyl inh	CASP6 VEID inh	LGR2 inh	miR122 inh	Cneo AK release	FN deposit inh	EWS-Fli block	PAX8 reporter
CS(=O)(=O)N(Cc1cccc(CN(C(C(=O)O)c2ccccc2)S(C)(=O)=O)c1)C(C(=O)O)c1ccccc1 (configuration not stated)	4	.	4	-1	0	-4	-1	-12
Cn1c(CCc2ccccc2)n[nH]c1=S	0	-1	-6	.	.	.	0	-8
NCc1csc(Nc2ncccn2)n1	7	0	2	1	-1	-3	-13	-3
O=C(Nc1ccc(Cc2ccc(NC(=O)C3CC3)cc2)cc1)C1CC1	.	2	2	-1	.	0	-15	4
Cc1cc(C)c(S(=O)(=O)Nc2ccncc2)cc1C	.	1	7	.	0	1	-9	-2
C[C@@H]1CN([C@@H](C)CO)S(=O)(=O)c2ccc(C#C[C@@H](C)O)cc2O[C@H]1CN(C)CC1CCOCC1	-2	0	12	19[16.7 µM]	2	-5	8	-9
Cc1cccc(S(=O)(=O)NC2CCCCCCC2)c1	-21	1	0	159*	-1	-5	3	-4
COc1ccc(NC(C)=O)cc1S(=O)(=O)Nc1ccccc1C(=O)NCCc1ccccc1	.	1	-24	.	2	-7	-64	-136
O=C(Cn1cc(C(=O)c2ccco2)c2ccccc21)NC1CCCC1	1	.	.	3	2	0	.	12
S=c1[nH]ccn1Cc1ccccc1	6	-3	-18	-7	1	-3	-3	5
C[C@H](CO)N1C[C@H](C)[C@H](CN(C)C(=O)C2CCOCC2)Oc2ncc(C3=CCCC3)cc2C1=O	2	-4	-12	-2[16.7 µM]	-3	.	-7	-10
Cc1ccc2nc(SCC(=O)Nc3cccc(F)c3)nc(=O)n2c1	-13	9	0	.	4	2	-13	-40
O=C(N/N=C/c1c(F)cccc1Cl)C(=O)N1CCCCCC1	.	-1	-4	-11	-1	-5	7	-5
COc1ccc(NC(=O)Nc2ccc3c(c2)C(=O)N([C@@H](C)CO)C[C@H](C)[C@H](CN(C)S(=O)(=O)c2ccc(C)cc2)OCCCC[C@H](C)O3)cc1	-16	1	16	-3[16.7 µM]	-4	.	-8	16
C[C@@H]1CN([C@@H](C)CO)C(=O)c2cc(C#CC3(O)CCCC3)cnc2O[C@@H]1CN(C)Cc1ccccc1	-10	-1	2	2[16.7 µM]	2	.	-5	.
CCCNC(=O)C[C@@H]1C[C@H]2c3cc(NC(=O)Nc4ccc(OC)cc4)ccc3O[C@H]2[C@@H](CO)O1	13	1	-2	2[16.7 µM]	-63	6	-4	-11
CC(C)n1c(NCCc2ccccc2)nc2c1c(=O)n(C)c(=O)n2C	14	2	.	-6	0	-6	.	39
CC1CCCN(C(=O)Cn2nnc(-c3ccccc3F)n2)C1 (configuration not stated)	5	1	-24	5	-5	2	-60	-67
COc1ccccc1NC(=O)c1cnc2n(c1=O)CCS2	24	.	.	1	-1	3	.	-79
Cc1cc(C)nc(Nc2ccccc2Cl)n1	-7	1	-1	7	4	-2	-16	-21
COc1ccc(C)cc1NC(=O)CCc1c(C)nn(-c2ccc(N3CCCCC3)nn2)c1C	-4	2	-9	-2	2	8	.	-56
O=C(O)[C@@]1(CCS(=O)(=O)c2ccccc2)COC(c2ccc(OCCCO)cc2)=N1	.	-1	.	.	-2	.	-5	0
C[C@H]1CN([C@@H](C)CO)S(=O)(=O)c2ccc(C#Cc3ccncc3)cc2O[C@H]1CN(C)S(=O)(=O)c1ccccc1	4	1	24	7[16.7 µM]	1	.	16	.
COc1ccc(NC(=O)Nc2cccc3c2O[C@@H](CN(C)Cc2ccc(C(F)(F)F)cc2)[C@@H](C)CN([C@@H](C)CO)C3=O)cc1	9	-1	-1	40[16.7 µM]	-1	.	2	.
Cc1ccc(S(=O)(=O)NC(=O)c2cc(C)n(-c3ccc(N(C)C)cc3)c2C)cc1	-4	3	-27	35	-1	2	-16	-35
SMILES	PGC1a acetyl inh	CASP6 VEID inh	LGR2 inh	miR122 inh	Cneo AK release	FN deposit inh	EWS-Fli block	PAX8 reporter
COc1ccc(S(=O)(=O)Nc2ccc3c(c2)C(=O)N([C@H](C)CO)C[C@H](C)[C@@H](CN(C)C(=O)c2ccccc2)OCCCC[C@H](C)O3)cc1	.	-3	-5	3[16.7 µM]	-2	-1	-15	3
CCCC#Cc1ccc2c(c1)O[C@H](CN(C)C(=O)COC)[C@H](C)CN([C@@H](C)CO)S2(=O)=O	5	-1	-2	-30[16.7 µM]	-7	-4	3	.
CNC(=O)c1sc(Nc2ccc(OCc3ccccc3)cc2)nc1C	.	2	-9	-3	0	-2	19	-1
COc1ccc(NC2=C(Cl)C(=O)N(c3ccccc3)C2=O)c(OC)c1	.	18	0	.	10	-23	2	10
COc1cccc(C(=O)NC(C)c2ccc(-c3ccccc3)cc2)c1OC (configuration not stated)	.	-1	-18	.	0	2	-5	4
O=C(O)c1ccc2c(c1)C(=O)N(c1cccc(S(=O)(=O)Nc3cccc(C(F)(F)F)c3)c1)C2=O	4	1	10	58	3	17	8	-8
COc1ccc(S(=O)(=O)Nc2ccc3c(c2)C(=O)N([C@@H](C)CO)C[C@H](C)[C@H](CN(C)Cc2ccccc2)OCCCC[C@H](C)O3)cc1	-4	.	2	-14[16.7 µM]	1	-7	3	12
CCCc1c(C(=O)N/N=C/c2ccoc2)nnn1-c1nonc1N	7	9	-17	15	1	5	-5	-4
COc1ccc(S(=O)(=O)N2CCN(C(=O)Cc3cccs3)CC2)cc1	.	1	31	.	.	-13	11	-17
NC(=O)C1(NC(=O)[C@@H]2CC3(CC(c4cccc(NC(=O)c5cc([N+](=O)[O-])cc([N+](=O)[O-])c5)c4)=NO3)CN2C(=O)c2ccccc2)CC1 (some centres not stated)	6	1	-23	0	-2	-6	-9	3
Cc1ccc(C2=NN(C(=O)CN3C(=O)c4ccccc4S3(=O)=O)C(c3ccco3)C2)cc1 (configuration not stated)	-9	0	-16	-2	.	9	-1	5
CN(CC(=O)Nc1cccc(F)c1)C(=O)C1CCC(C(=O)N(C)CC(=O)Nc2cccc(F)c2)CC1 (configuration not stated)	7	-1	3	-3	-1	-4	-3	8
COc1ccc(N(CC2CO2)S(=O)(=O)c2ccccc2)cc1 (configuration not stated)	-4	1	-14	-2	.	7	9	1
O=C(COc1ccc(Br)cc1)N1CCc2ccccc21	.	-4	-28	.	.	0	-112	-156
CC(=O)N(C)C[C@H]1Oc2cc(C#Cc3ccccc3)ccc2S(=O)(=O)N([C@H](C)CO)C[C@H]1C	-4	0	8	-6[16.7 µM]	0	.	0	.
C=CCNC(=O)COC(=O)C1CCN(S(=O)(=O)c2ccc3c(c2)OCCO3)CC1	4	0	3	-6	0	-2	3	.
CC(=O)Nc1ccc(SCC(=O)c2c(N)n(Cc3ccccc3)c(=O)n(C)c2=O)cc1	-7	-3	-3	0	4	.	-2	-4
C[C@@H]1CN([C@H](C)CO)C(=O)c2cc(NC(=O)Nc3ccc4c(c3)OCO4)ccc2O[C@H]1CN(C)Cc1ccc(Cl)c(Cl)c1	-9	1	14	3[16.7 µM]	4	.	-12	.
C[C@@H]1CN([C@@H](C)CO)C(=O)CCCn2cc(nn2)CO[C@H]1CN(C)Cc1ccc2c(c1)OCO2	?	.	-1	-3[16.7 µM]	.	14	-1	3
Cc1ccc(NC(=O)C(C)OC(=O)c2ccc(NC(=O)CC#N)cc2)cc1S(=O)(=O)N1CCOCC1 (configuration not stated)	-1	-1	-19	0	-2	-1	-1	15
COc1cc(C(=O)Nc2nnc(SC)s2)c([N+](=O)[O-])cc1OC	.	-1	.	.	.	1	2	26
Cc1cccc(C(=O)N/N=C/c2coc3ccccc3c2=O)c1	.	-1	-1	.	2	10	4	-7
COc1ccc(-c2ccc3c(c2)[C@@H]2[C@@H](CCN2S(=O)(=O)c2ccccc2F)[C@@H](CO)N3C)cc1	1	3	6	1[16.7 µM]	-14	-1	-6	-17
C[C@@H]1CN([C@@H](C)CO)C(=O)c2cc(C3=CCCC3)cnc2O[C@H]1CN(C)C(=O)Nc1ccc(C(F)(F)F)cc1	12	0	28	62[16.7 µM]	3	-7	7	.
C[C@@H]1CCCCO[C@H](CN(C)C(=O)c2ccccc2)[C@H](C)CN([C@@H](C)CO)C(=O)c2cc(NC(=O)Nc3ccc4c(c3)OCO4)ccc2O1	-11	-1	23	-1[16.7 µM]	46	.	1	2
SMILES	PGC1a acetyl inh	CASP6 VEID inh	LGR2 inh	miR122 inh	Cneo AK release	FN deposit inh	EWS-Fli block	PAX8 reporter
CS(=O)(=O)N1[C@H](C#N)[C@@H](c2ccc(-c3ccccc3F)cc2)[C@@H]1CO	19	3	-5	.	-5	10	-36	9
CSc1ncccc1C(=O)Nc1cccc(S(=O)(=O)N2CCCCCC2)c1	-3	-3	31	15	-1	1	13	1
C[C@@H]1CN([C@H](C)CO)C(=O)Cc2cc(NC(=O)C3CC3)ccc2O[C@@H]1CN(C)CC1CCCCC1	-23	.	13	-4[16.7 µM]	-3	.	-2	.
CC(=O)Nc1ccc(OCc2ccc(S(=O)(=O)Cc3ccccc3)cc2)cc1	.	0	.	13	0	11	2	6
CC(C)(C)OC(=O)NCCCC[C@@H](C(=O)N1CCN(C(=O)OC(C)(C)C)CC1)n1cc(C(CO)NC(=O)OC(C)(C)C)nn1 (some centres not stated)	4	-3	-9	2	4	5	-4	-2
CCC(=O)Nc1ccc(S(=O)(=O)NCc2ccco2)cc1	.	4	-8	3	1	9	.	1
COC(=O)c1cc(S(=O)(=O)NCc2ccc(F)cc2)cn1C	.	1	-13	.	-2	8	3	-3
CC(C)CNC(=O)/C(C#N)=C1\N=C(NC(=O)c2ccco2)c2ccccc21	8	3	-11	-3	-4	-6	-10	-27
COc1ccc(-c2nnn(CC(=O)N(C3CCCCC3)C(C)C(=O)NC3CCCC3)n2)cc1OC (configuration not stated)	-18	.	.	-5	2	-6	.	.
C[C@H](O)C#Cc1ccc2c(c1)O[C@H](CN(C)Cc1ccccc1)[C@@H](C)CN([C@H](C)CO)S2(=O)=O	-2	2	7	36[16.7 µM]	4	-12	8	.
Cc1ccsc1/C=N/N1CCN(C2c3ccccc3-c3ccccc32)CC1	-9	.	8	-4	1	.	.	.
C/C=C/c1ccc(OCCCN2C(=O)NC(C)(C)C2=O)c(OC)c1	10	.	-34	4	4	1	.	.
O=C(NCC1CCCO1)c1cccc(S(=O)(=O)Nc2cccc(C(F)(F)F)c2)c1 (configuration not stated)	-17	-2	10	45	2	-27	-1	11
CC1(c2nnc(-c3ccc(F)cc3)o2)CC(c2ccc(Cl)cc2)=NO1 (configuration not stated)	.	.	-5	5	-1	-11	-4	-2
